Assay outcomes: PubChem BioAssay, Sanford-Burnham Center for Chemical Genomics
ATG4B inhibitor – ATG4B protease inhibitors, primary screen, biochemical, fluorescence, uHTS. Cysteine protease ATG4B (Homo sapiens), Q9Y4P1. ATG4B cleavage of LC3-PLA2, NBD-HPC fluorescence, 1 h. inhibition, % at 8.33 µM. hit rate 0.51% among 340,000. AID 504462, 2011; in the data active = inhibition above about 40%
NR3A LBD binder – binders of NR3A ligand-binding domain, primary screen, biophysical, differential scanning fluorimetry, uHTS; NR3A LBD differential scanning fluorimetry, Tm shift; 0% = protein alone, 100% = glycine-bound protein; Tm shift relative to glycine control, % at 25 µM; hit rate 2.5% among 340,000; AID 1259313, 2017;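 active = melting temperature shift of at least 10% of the positive control shift, at one fixed dose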
HKDC1 inh – HKDC1 hexokinase inhibitors, primary screen, biochemical, fluorescence, uHTS; recombinant HKDC1, G6PDH/diaphorase resazurin coupled fluorescence; inhibition, % at 20 µM; AID 493160, 2011; hit rate 0.16% among 340,000;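 active = inhibition above about 35% when tested at 20 µM, limit read from the data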;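 note: plate controls were DMSO wells with enzyme for no effect and DMSO wells lacking enzyme for full effect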
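Test system: recombinant HKDC1 (HK5) hexokinase enzyme, produced in-house; Amount: enzyme 5 µg/mL final; Buffer or medium: Tris pH 8.0 buffer with MgCl2, Tween-20, BSA, BME; Reagent: glucose and ATP substrates; Doses: 20 µM test compound, 1% DMSO; Incubation: 90 min reaction incubation at room temperature, dark; Detection: resorufin fluorescence at 613 nm.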
SENP6 block – SENP6 protease inhibitors, primary screen, biochemical, luminescence, uHTS | Recombinant SENP6 catalytic domain, aminoluciferin luminescence | Sentrin-specific protease 6 (Homo sapiens), Q9GZR1 | AID 2599, 2010 | inhibition, % at 10 µM | hit rate 1.8% among 330,000;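 active = inhibition above about 50% at the single tested dose, limit read from the data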;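 note: plate controls were DMSO wells with enzyme for no effect and DMSO wells lacking enzyme for full effect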
Target sequence (Q9GZR1 628-1112 limits assumed): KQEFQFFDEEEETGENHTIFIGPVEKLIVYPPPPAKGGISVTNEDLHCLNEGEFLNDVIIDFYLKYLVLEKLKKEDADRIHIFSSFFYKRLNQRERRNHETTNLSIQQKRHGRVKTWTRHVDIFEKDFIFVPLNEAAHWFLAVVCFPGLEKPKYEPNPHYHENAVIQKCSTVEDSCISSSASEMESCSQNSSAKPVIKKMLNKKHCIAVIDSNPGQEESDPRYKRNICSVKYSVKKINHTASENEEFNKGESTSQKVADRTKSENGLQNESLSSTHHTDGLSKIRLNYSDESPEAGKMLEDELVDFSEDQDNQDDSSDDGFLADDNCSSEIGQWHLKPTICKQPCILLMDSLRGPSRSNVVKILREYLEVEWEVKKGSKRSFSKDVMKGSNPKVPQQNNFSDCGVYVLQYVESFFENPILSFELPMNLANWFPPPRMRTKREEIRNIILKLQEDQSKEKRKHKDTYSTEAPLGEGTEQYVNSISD
SENP8 block – human SENP8 protease inhibitors, primary screen, biochemical, fluorescence, Nedd8 protein substrate, uHTS; hit rate 0.64% among 360,000; recombinant SENP8; Sentrin-specific protease 8 (Homo sapiens), Q96LD8; inhibition, % at 20 µM; in the data active = inhibition mostly above about 40%, no sharp cut-off; inactive = mostly below about 27%
Target sequence (Q96LD8 whole entry, looked up): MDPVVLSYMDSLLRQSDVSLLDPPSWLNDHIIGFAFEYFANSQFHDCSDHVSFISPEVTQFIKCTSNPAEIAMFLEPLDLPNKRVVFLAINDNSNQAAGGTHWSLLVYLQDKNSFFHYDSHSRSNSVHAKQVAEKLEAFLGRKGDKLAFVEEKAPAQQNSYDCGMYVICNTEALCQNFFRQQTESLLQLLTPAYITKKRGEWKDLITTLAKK
SENP7 inh – SENP7 protease inhibitors, primary screen, biochemical, luminescence, uHTS | recombinant SENP7, Z-RLRGG-aminoluciferin luminescence, 40 min | AID 434973, 2010 | hit rate 1.5% among 330,000 | inhibition, % at 5 µM | Sentrin-specific protease 7 (Homo sapiens), Q9BQF6;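 active = inhibition above about 50% at the single test dose, limit read from the data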;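 note: plate controls were DMSO with enzyme for no effect and no enzyme buffer wells for full effect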
Target sequence (Q9BQF6 706-1050 limits assumed): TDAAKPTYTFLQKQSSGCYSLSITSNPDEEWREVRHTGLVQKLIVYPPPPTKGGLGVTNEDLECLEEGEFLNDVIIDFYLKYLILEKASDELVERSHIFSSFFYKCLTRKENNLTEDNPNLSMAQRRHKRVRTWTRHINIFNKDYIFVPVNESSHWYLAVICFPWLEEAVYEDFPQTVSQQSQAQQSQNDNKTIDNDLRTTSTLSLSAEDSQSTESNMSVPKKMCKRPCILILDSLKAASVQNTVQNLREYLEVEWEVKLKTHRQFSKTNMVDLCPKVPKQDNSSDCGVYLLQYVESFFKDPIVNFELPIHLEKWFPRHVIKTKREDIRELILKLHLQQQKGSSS
MPTP inh – mitochondrial permeability transition pore inhibitors, primary screen, biochemical, isolated mouse mitochondria, absorbance; hit rate 1.4% among 360,000; inhibition, % at 10 µM; AID 602449, 2012; Ca2+ swelling absorbance, 30 min;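 active = inhibition of 50% or more, scaled per plate between neutral and stimulator controls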;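 note: 0% = DMSO wells given calcium and 100% = 1 mM EGTA wells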
PfGluPho inh – PfG6PD enzyme inhibitors, primary screen, biochemical, fluorescence intensity, uHTS; glucose-6-phosphate dehydrogenase-6-phosphogluconolactonase (Plasmodium falciparum 3D7); PfGluPho enzyme, NADPH resazurin-diaphorase fluorescence; inhibition, % at 20 µM; hit rate 0.78% among 350,000;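 active = inhibition reaching at least a set limit at 20 µM in the primary screen, cut at about 59% in these data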;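 note: 0% = DMSO wells with substrate and 100% = DMSO wells lacking glucose-6-phosphate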
* marks the source's active call; other numbers are inactive results; x = not tested or not shown.

SMILES | ATG4B inhibitor | NR3A LBD binder | HKDC1 inh | SENP6 block | SENP8 block | SENP7 inh | MPTP inh | PfGluPho inh
COc1ccc(Nc2nc(-c3ccc4c(c3)NC(=O)CO4)cs2)cc1 | -18 | 15* | -2 | -11 | -34 | 2 | 1.7 | 53
CC(=O)c1ccc(NC(=O)CCNS(=O)(=O)c2cc(Br)cnc2N)cc1 | -3 | -13 | -3 | -9 | -45 | 15 | 0.4 | -10
O=C(Cc1cccc(C(F)(F)F)c1)OCN1C(=O)c2ccccc2C1=O | 6 | 2 | 2 | 16 | 0 | 2 | 2.4 | 15
Cc1c(C(c2cccc(O)c2)c2c(C)n(C)n(-c3ccccc3)c2=O)c(=O)n(-c2ccccc2)n1C | 4 | -1 | 11 | -2 | 22 | 5 | 1.5 | -10
Cn1c(N2CCOCC2)cc(=O)n(C)c1=O | 0 | 0 | 3 | -1 | 7 | 8 | 0.9 | -9
CS(=O)(=O)N(CC(=O)N1CCc2ccccc2C1)Cc1ccc(F)cc1 | -6 | -1 | -4 | -16 | 6 | 2 | 0.9 | 17
CCN1C(=O)N(C)C2(c3ccccc3)N(C)C(=O)N(C)C12c1ccccc1 (stereo unspecified) | -8 | -4 | -1 | -16 | 16 | -13 | -0.8 | 6
Cc1cccc(NC(=O)CSc2nccn2Cc2ccco2)c1 | 7 | 1 | -3 | 2 | 11 | -4 | 0.1 | -9
O=C(Nc1ccc2c(c1)nc1n2CCSC1)c1ccccc1 | -9 | 0 | -2 | 37 | -29 | 42 | 12 | 23
CCOC(=O)c1c(NC(=O)Cc2cccs2)sc(C(=O)NC2CCCCC2)c1C | 4 | -2 | -11 | -12 | -2 | -4 | 3.2 | -32
COc1ccc(CCNC(=O)CCC(=O)NC2CCCC(C)C2C)cc1OC (stereo unspecified) | -6 | 0 | 2 | 7 | 10 | -2 | -0.6 | -1
CC(C)Cn1c(SCC(=O)NCc2ccc(Cl)cc2)nnc1-c1cccc(S(=O)(=O)N2CCOCC2)c1 | 0 | -3 | -10 | 14 | 12 | 5 | -2.4 | 5
Cc1c(C(=O)NCCN2CCOCC2)oc2ccccc12 | -9 | 1 | 3 | -16 | 20 | 0 | -1.6 | 8
CCCC(=O)NC(C)C(c1cccs1)N1CCN(C)CC1 (stereo unspecified) | 3 | 0 | -11 | -3 | 21 | 10 | -0.9 | -4
CC1CCCCN1C(=O)COC(=O)C1CCN(S(=O)(=O)c2c(Cl)cccc2Cl)CC1 (stereo unspecified) | -1 | 0 | -3 | 1 | 4 | 8 | 1.5 | -2
COC(=O)c1ccc(CN2CCCC(C(=O)Nc3ccc(-c4ccn[nH]4)cc3)C2)cc1 (stereo unspecified) | 7 | 2 | 7 | 5 | 14 | -1 | 0.8 | -10
CCN(CC(=O)Nc1cc(Cl)ccc1C)C(=O)C1COc2ccccc2O1 (stereo unspecified) | 8 | 0 | 0 | 9 | 11 | -4 | -2.9 | 11
O=C(C1CCN(c2nnc(-n3cccc3)s2)CC1)N1CCN(Cc2ccc3c(c2)OCO3)CC1 | -4 | -1 | -5 | -5 | 23 | 1 | -1.6 | 0
CC1(C)CC(=O)C(C=NCCN2CCOCC2)=C(O)C1 | 5 | -4 | -17 | -21 | 16 | -8 | -1.3 | 8
Cc1cc(C)nc(-n2nc(C)c3c(C(F)F)cc(C)nc32)n1 | 4 | 0 | 0 | -23 | -7 | -8 | 0.2 | -14
COc1cc2c(cc1OC)C(c1ccccc1C)CC(=O)N2 (stereo unspecified) | 3 | 0 | -6 | -17 | 9 | -6 | -0.8 | -18
Cc1cccnc1Nc1nc(-c2ccccc2)cs1 | 13 | -15 | 3 | 97* | -6 | 97* | -0.2 | 23
CC(C)Cc1nc2sc3c(NCc4ccco4)ncnc3c2c2c1COC(C)(C)C2 | 3 | -11 | -2 | -6 | -184 | 2 | 6.9 | 1
NCCc1nc(-c2ccccc2)cs1 | 7 | -1 | -4 | 6 | 13 | 7 | 0.0 | -11
O=C1OCCN1C(=O)[C@H]1[C@H](c2ccccc2)C(c2ccccc2)=NN1c1ccccc1 | 0 | -3 | -2 | x | -370 | 0 | -0.1 | 20
Carrying on:
SMILES | ATG4B inhibitor | NR3A LBD binder | HKDC1 inh | SENP6 block | SENP8 block | SENP7 inh | MPTP inh | PfGluPho inh
CCc1cc(C(=O)OC)c(NC(=O)CCC(=O)O)s1 | -8 | 1 | -7 | 4 | 7 | 5 | 0.5 | 22
COc1ccc(CCNS(=O)(=O)c2cc3c4c(c2)CC(=O)N4CCC3)cc1 | -4 | 2 | 2 | 9 | 15 | 1 | -0.3 | 5
Cc1cc(C)n(C2=NS(=O)(=O)c3ccccc32)n1 | 17 | 1 | 9 | 0 | 4 | 3 | 22 | -12
CCN(Cc1ccccc1)C(=O)c1ccc(SC)cc1OC | -7 | -2 | -8 | -14 | 6 | 3 | -1.2 | -11
CC1(c2ccccc2)NC(=O)N(CC(=O)N(c2ccccc2)C2CCS(=O)(=O)C2)C1=O (stereo unspecified) | -15 | -1 | -6 | -7 | 4 | -10 | -1.0 | -2
COc1cccc(Cn2c(N)c(C#N)c3nc4ccccc4nc32)c1OC | -14 | -8 | 9 | 85* | -380 | 26 | 0.1 | 6
CC(NC(=O)/C(C#N)=C/c1cn[nH]c1-c1ccccc1)c1ccccc1 (stereo unspecified) | -23 | -9 | 6 | -8 | 17 | -5 | -0.9 | -10
O=C(c1ccc(F)cc1)c1c[nH]c(C(=O)NCc2ccco2)c1 | -5 | -1 | -8 | -1 | 17 | 1 | -1.0 | -5
CC(=O)Nc1ccc2nc(CN3CCN(CC=C(C)C)C(CCO)C3)ccc2c1 (stereo unspecified) | -2 | -1 | -11 | -13 | -27 | -3 | 0.5 | -11
CC(C)c1ccc(S(=O)(=O)N2CCN(C(=O)C3CCCC3)CC2)cc1 | -9 | 0 | -4 | -12 | 5 | 6 | 1.3 | -18
Cc1ccc(-c2nc(NCCN(C)C)c3ccccc3n2)cc1 | 1 | 0 | -2 | 24 | -36 | -2 | -3.1 | -12
O=C1c2ccc3c4c(ccc(c24)C(=O)N1c1ccc2ccccc2c1)CC3 | 0 | 1 | -3 | -2 | -350 | 5 | 2.7 | -6
COCc1cc(=O)[nH]c(SCCS(=O)(=O)c2ccc(C)cc2)n1 | 5 | 1 | -4 | 5 | 5 | 5 | 0.5 | -24
Cn1c(SCC(=O)NCC2CCCO2)nnc1-c1ccc(Cl)cc1 (stereo unspecified) | 5 | 0 | -4 | -19 | 9 | -3 | -0.7 | -7
Cc1ccc(-n2cc(CNCCCn3cccn3)c(-c3cccc(C)c3)n2)cc1 | 7 | -1 | -4 | 1 | 17 | 6 | 3.5 | 9
O=C(CSc1nnc(CNC(=O)c2ccccc2F)o1)c1ccc(Cl)cc1 | -14 | 1 | 2 | 9 | -1 | 2 | 69* | -8
CC(=O)c1cccc(NS(=O)(=O)c2ccc(N/C=C\C(=O)c3ccc(F)cc3)cc2)c1 | -28 | 1 | 1 | -32 | -157 | -2 | 32 | 7
COc1ccc(NC(=O)COc2ccc(-c3nn(C)c(=O)c4ccccc34)cc2)cc1 | -12 | 1 | -4 | 10 | 2 | 2 | 0.4 | 6
CCOc1ccc(N(C(C)C(=O)N2CCOCC2)S(C)(=O)=O)cc1 (stereo unspecified) | -1 | 0 | -8 | -8 | 13 | 10 | 1.3 | 9
COc1ccc(/C=C2/SC(=S)N(CCCC(=O)Nc3ccc(O)cc3)C2=O)cc1 | -7 | 13* | -2 | 18 | 35 | -1 | 7.6 | 6
CCCn1nc(Oc2nc(NCC)nc(NCC)n2)ccc1=O | -1 | -2 | -3 | x | 22 | x | -2.5 | -10
COc1ccc(NCC(O)COc2ccc(C(C)(C)C)cc2)cc1 (stereo unspecified) | 1 | -9 | 7 | 8 | 5 | 1 | 5.7 | 22
O=C(Nc1ccc(C(=O)N2CCOCC2)cc1)c1cc(-c2cccnc2)nc2ccc(Br)cc12 | 3 | -4 | 0 | -5 | 13 | -9 | -0.4 | 9
Cc1nnc(NC(=O)CSCc2ccccc2)s1 | -4 | -1 | -7 | 7 | -4 | 1 | 0.7 | -4
CCOC(=O)c1c(S(=O)(=O)NCC(=O)N2CCN(c3ccc(F)cc3)CC2)c(C)n(C)c1C | 1 | -1 | -4 | -26 | 14 | -14 | -0.9 | -18
Cc1ccc(CN2C(=O)CCC2C(=O)NCCCN2CCC(C)CC2)cc1 (stereo unspecified) | 7 | 2 | -1 | x | 11 | x | -0.3 | 2
NC(N)=Nc1nc2ccc(Br)cc2c(=O)[nH]1 | -4 | -34 | -9 | -2 | -22 | -7 | 0.1 | -9
C=CCN1C(=O)CN=C1Nc1ccc(F)cc1 | -6 | 2 | -7 | -7 | 13 | 3 | -0.5 | -5
O=c1oc2ccccc2cc1-c1nnc(-c2cccc(Br)c2)o1 | -2 | -1 | -3 | 2 | -286 | 43 | 0.8 | -5

Sorted by number of heavy atoms (smallest number first): 11 of the compounds above
SMILES | ATG4B inhibitor | NR3A LBD binder | HKDC1 inh | SENP6 block | SENP8 block | SENP7 inh | MPTP inh | PfGluPho inh
C=CCN1C(=O)CN=C1Nc1ccc(F)cc1 | -6 | 2 | -7 | -7 | 13 | 3 | -0.5 | -5
Cc1cc(C)n(C2=NS(=O)(=O)c3ccccc32)n1 | 17 | 1 | 9 | 0 | 4 | 3 | 22 | -12
CCc1cc(C(=O)OC)c(NC(=O)CCC(=O)O)s1 | -8 | 1 | -7 | 4 | 7 | 5 | 0.5 | 22
CCN(Cc1ccccc1)C(=O)c1ccc(SC)cc1OC | -7 | -2 | -8 | -14 | 6 | 3 | -1.2 | -11
O=c1oc2ccccc2cc1-c1nnc(-c2cccc(Br)c2)o1 | -2 | -1 | -3 | 2 | -286 | 43 | 0.8 | -5
Cn1c(SCC(=O)NCC2CCCO2)nnc1-c1ccc(Cl)cc1 (stereo unspecified) | 5 | 0 | -4 | -19 | 9 | -3 | -0.7 | -7
CC(C)c1ccc(S(=O)(=O)N2CCN(C(=O)C3CCCC3)CC2)cc1 | -9 | 0 | -4 | -12 | 5 | 6 | 1.3 | -18
CC(NC(=O)/C(C#N)=C/c1cn[nH]c1-c1ccccc1)c1ccccc1 (stereo unspecified) | -23 | -9 | 6 | -8 | 17 | -5 | -0.9 | -10
COc1cccc(Cn2c(N)c(C#N)c3nc4ccccc4nc32)c1OC | -14 | -8 | 9 | 85* | -380 | 26 | 0.1 | 6
COc1ccc(NC(=O)COc2ccc(-c3nn(C)c(=O)c4ccccc34)cc2)cc1 | -12 | 1 | -4 | 10 | 2 | 2 | 0.4 | 6
CCOC(=O)c1c(S(=O)(=O)NCC(=O)N2CCN(c3ccc(F)cc3)CC2)c(C)n(C)c1C | 1 | -1 | -4 | -26 | 14 | -14 | -0.9 | -18
